# Hsp70 act – transcriptional activators of Hsp70; HeLa Hsp70 promoter luciferase reporter, luminescence; scaled: vehicle 0, proteasome-inhibitor control 100%; hit rate 0.04% among 200,000; AID 1203; activation, % at 10 µM;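 active = activation above the mean across all tested compounds plus 3 SD, cutoff set per campaign, cut at about 5.5% in these data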;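 also: 100% = MG132 at 30 µM as the positive control and 0% = DMSO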
# APP 5'UTR act – APP 5'UTR luciferase reporter activation. hit rate 1% among 190,000. SH-SY5Y APP 5'UTR luciferase reporter, luminescence; zero percent = DMSO vehicle wells. AID 1276. activation, % at 2 µM;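 active = activation above a set limit, based on mean plus 3 SD of controls, cut at about 140% in these data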; also: values of inactives mirror those of a sister screen read the other way
# STAT3 blocker – STAT3 signaling inhibition. U3A cells, IL-6 STAT3-luciferase reporter, luminescence; host cell line lacks STAT1. inhibition, % at 5.5 µM. hit rate 0.89% among 190,000;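 active = inhibition above the mean inhibition across all screened compounds plus 3 SD, cut at about 44% in these data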;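 also: 0% = DMSO only wells and 100% = 100 µM nifuroxazide control wells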
# HMGR II inh – blocks class II HMG-CoA reductase of Enterococcus faecalis; purified E. faecalis HMGR, NADPH absorbance 340 nm kinetic; inhibition, % at 10 µM; hit rate 0.41% among 190,000; AID 1066;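 active = inhibition above a set limit, the median over all tested compounds plus 3 SD, cut at about 9.5% in these data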;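 also: enzyme runs in reverse so mevalonate oxidation gives rising NADPH absorbance; 0% = complete reaction with DMSO and 100% = background rate lacking mevalonate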
# TLR4-MyD88 BLA – inhibitors of human TLR4-MyD88 binding; AID 861; HeLa CL3-4 TLR4/MyD88 BLA complementation, FRET ratio; inhibition, % at 8.4 µM; O00206+Q99836; hit rate 0.18% among 200,000; in the data active = inhibition above about 25%;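 also: 0% = vehicle and 100% = reference inhibitor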
# Target sequence (O00206 whole entry, looked up): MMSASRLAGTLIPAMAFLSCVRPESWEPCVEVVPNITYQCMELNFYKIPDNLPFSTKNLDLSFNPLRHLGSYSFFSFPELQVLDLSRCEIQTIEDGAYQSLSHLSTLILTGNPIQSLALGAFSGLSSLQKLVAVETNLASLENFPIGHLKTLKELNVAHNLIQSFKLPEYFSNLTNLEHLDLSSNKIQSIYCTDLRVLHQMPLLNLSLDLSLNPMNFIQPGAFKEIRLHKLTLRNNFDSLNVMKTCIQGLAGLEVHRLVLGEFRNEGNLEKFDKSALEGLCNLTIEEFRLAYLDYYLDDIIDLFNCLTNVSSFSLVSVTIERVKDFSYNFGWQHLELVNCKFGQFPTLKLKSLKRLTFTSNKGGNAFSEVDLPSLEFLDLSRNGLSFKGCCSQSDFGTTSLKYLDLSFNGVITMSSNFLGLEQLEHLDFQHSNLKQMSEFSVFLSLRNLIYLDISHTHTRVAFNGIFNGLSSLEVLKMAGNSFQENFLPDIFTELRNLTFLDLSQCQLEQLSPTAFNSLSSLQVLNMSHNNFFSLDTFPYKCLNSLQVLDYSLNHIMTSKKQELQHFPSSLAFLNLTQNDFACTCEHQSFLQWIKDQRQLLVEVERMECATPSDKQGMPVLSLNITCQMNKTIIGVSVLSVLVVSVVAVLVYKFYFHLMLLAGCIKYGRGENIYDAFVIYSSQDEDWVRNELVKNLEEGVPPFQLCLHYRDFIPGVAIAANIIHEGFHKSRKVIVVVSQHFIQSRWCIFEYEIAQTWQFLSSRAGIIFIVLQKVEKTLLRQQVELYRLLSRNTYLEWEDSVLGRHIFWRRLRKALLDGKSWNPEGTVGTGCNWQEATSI
# Target sequence (Q99836 whole entry, looked up): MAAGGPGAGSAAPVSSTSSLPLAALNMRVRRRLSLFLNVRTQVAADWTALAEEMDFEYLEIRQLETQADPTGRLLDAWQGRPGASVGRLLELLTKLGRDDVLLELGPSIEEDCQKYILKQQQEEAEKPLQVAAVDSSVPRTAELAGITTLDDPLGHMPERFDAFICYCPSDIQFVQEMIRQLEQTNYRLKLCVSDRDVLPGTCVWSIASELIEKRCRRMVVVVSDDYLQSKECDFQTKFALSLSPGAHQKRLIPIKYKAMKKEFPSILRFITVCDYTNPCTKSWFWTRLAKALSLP
# STAT1 act – STAT1 signaling activation; NIH 3T3 STAT1-luciferase reporter, IFN-gamma, luminescence; 100% = IFN-gamma alone, no compound; activation (% of control), % at 5.5 µM; hit rate 2.6% among 200,000;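 active = activation above the screen-wide mean activation plus 3 SD, cut at about 130% in these data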;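 also: raw ratio to IFN-gamma control signal so 100% means no change and 0% no light; values of inactives mirror those of a sister screen read the other way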
# NF-kB neuron act – NF-kB expression increase, human neuronal cells | AID 1239 | fold change at 12.5 µM | hit rate 1.6% among 190,000 | NF-kB reporter expression; hits give high values; in the data active = fold change above about 3.3
# Redox H2O2 prof – compounds producing H2O2 with reducing agent – biochemical, NIH compound library profiling, artefact control for MLSCN library redox annotation, primary screen; AID 878; hit rate 0.03% among 200,000; activation, % at 10 µM; DTT-dependent redox cycling H2O2, phenol red/HRP absorbance; 100% = 100 µM peroxide control, 0% = buffer;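 active = activation of at least 50% relative to the plate's high and low controls in the primary single-dose screen; inactive = activation below 50%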;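 also: compound incubated with DTT at 0.8 mM final as the reducing agent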
# STAT1 inh – inhibitors of IFN-gamma induced STAT1 signaling. NIH 3T3 STAT1-luciferase reporter, luminescence. inhibition, % at 5.5 µM. hit rate 0.35% among 200,000. AID 920;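 active = inhibition above a set limit, the mean inhibition across all tested compounds plus 3 SD, cut at about 34% in these data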;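 also: 0% = IFN-gamma with DMSO and 100% = IFN-gamma with 300 µM nifuroxazide; values of inactives mirror those of a sister screen read the other way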
# STAT3 activator – increases IL-6 driven STAT3 reporter signal; U3A cells, IL-6 STAT3-luciferase reporter, luminescence; 100% = signal with IL-6 EC80 alone; hit rate 0.91% among 190,000; activation (% of control), % at 5.6 µM; AID 871;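 active = activation above the screen-wide mean of compound activation plus 3 SD, cut at about 130% in these data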;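 also: 0% = background luminescence of wells with medium and substrate only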
#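 Material: human STAT1-deficient U3A cells with stable STAT3-luciferase reporter / Probe or stimulus: IL-6 stimulus at 33 ng/mL final / Schedule: 1 h compound pre-exposure, 6 h IL-6 stimulation, 37 °C / Technique: luminescence / Read-out basis: percent of IL-6-only median luminescence / Control set: IL-6-only high control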
# The depositor's hits bear a star; / = no result given.
SMILES,Hsp70 act,APP 5'UTR act,STAT3 blocker,HMGR II inh,TLR4-MyD88 BLA,STAT1 act,NF-kB neuron act,Redox H2O2 prof,STAT1 inh,STAT3 activator
CC(C)NC(=O)COC(=O)c1ccc(NS(=O)(=O)c2ccc3c(c2)OCCO3)cc1,-0.3,2,9,0,13,103,1.1,0.0,-3,99
CCOC(=O)NC(NC(=S)Nc1ccc(OCC)cc1)C(Cl)(Cl)Cl (stereo not drawn),-0.2,-3,5,0,-6,100,1.1,0.1,0,98
COc1ccc(N2CCN(C(=O)c3cc(N4C(=O)C5C6CCC(C6)C5C4=O)ccc3Cl)CC2)cc1 (stereo not drawn),-0.3,7,3,-3,8,92,1.2,-0.1,9,95
Cc1c(NC2(c3nnnn3-c3ccc(Br)cc3)CCCCC2)c(=O)n(-c2ccccc2)n1C,-0.1,2,-4,23*,-4,102,0.89,0.5,-2,107
CCCNC(=O)N1CCN(c2nc(C(C)C)c3c(c2C#N)CC(C)(C)OC3)CC1,0.0,2,-22,-5,4,102,0.84,-3.1,-2,122
O=C(CSCc1nc2ccccc2[nH]1)Nc1ccc(Oc2ccccc2)cc1,-0.3,-17,-4,0,-1,101,0.94,0.3,-1,102
CN(Cc1ccccc1)C(=O)C1CCCN(Cc2ccc(Cl)cc2)C1 (stereo not drawn),-0.2,1,8,-3,4,100,1.1,-2.1,0,96
CN(CC(=O)Nc1ccccc1N1CCOCC1)CC(=O)Nc1ccc(F)c(F)c1F,0.1,-18,-5,2,-18,98,0.9,-1.0,2,105
CCCc1ccc(OCc2ccc(C(=O)Nc3cccc(C)n3)o2)c(OC)c1,0.1,8,8,3,-7,138*,1.1,-1.2,-43,99
Cc1ccc(OC/C(=N\O)C(C)(C)C)c([N+](=O)[O-])c1,-0.2,24,-1,-12,-3,111,1.8,-0.5,-11,101
COC(=O)CSc1nc2cc(C)ccc2cc1C#N,0.1,138*,8,-9,6,156*,6.3*,0.0,-62,95
COc1ccc(CNC(=O)c2cc(C)nc3ccccc23)cc1OC,-0.4,16,-3,-1,-10,101,0.9,-0.2,-2,104
CCn1c(=O)c(=O)[nH]c2cc(C(=O)NC3CCCC3)ccc21,0.2,-3,3,3,-17,96,0.85,-0.7,2,101
O=C(COc1ccccc1Cl)NCCCN1CCOCC1,-0.1,6,-4,-1,8,108,1.4,1.5,-8,107
Cc1cc(-c2nn(-c3ccccc3F)cc2CN2CCCC(CO)C2)c(C)s1 (stereo not drawn),-0.5,15,-10,0,7,89,1.2,-1.2,10,110
COc1ccc(C(=O)C2CCCN(Cc3cccn3-c3cccnc3)C2)cc1OC (stereo not drawn),-0.3,15,25,-1,-8,96,/,-1.6,3,82
CCOc1ccc(NC(=O)COc2nsnc2N2CCOCC2)cc1,-0.2,1,5,2,-22,98,2.5,-0.7,0,103
Cn1c2ccccc2c2nnc(SC3CCOC3=O)nc21 (stereo not drawn),-0.1,-4,9,4,-8,98,1.1,-1.1,3,97
O=C(CS(=O)(=O)c1c[nH]c2ccccc12)Nc1ccc2c(c1)OCCO2,0.2,26,-23,-2,-4,116,1.4,2.9,-17,126
O=S(=O)(N/N=C\c1cccn1-c1ccccc1)c1ccc2ccccc2c1,-0.3,10,17,-1,-13,96,1.2,0.7,5,94
CC(C)CNC(=O)c1c(F)c(F)c(F)c(F)c1F,-0.2,14,0,-8,-17,106,0.97,-0.8,-8,102
CCc1ccccc1NC(=O)c1ccc(NCCc2ccccc2)c([N+](=O)[O-])c1,-0.2,0,0,-2,-1,101,1.1,0.8,-1,98
CCOCCCNC(=O)c1ccc2c(c1)ncn2C1CCCC1,-0.3,11,-2,0,-2,111,1.2,2.5,-12,101
COc1ccc(C/C(N)=N/OC(=O)Cc2ccccc2)cc1OC,-0.2,-1,0,0,-7,103,1.2,2.0,-3,110

# Shown with two lines to a compound: ten of the compounds above.
# Below each compound: Hsp70 act, APP 5'UTR act, STAT3 blocker, HMGR II inh, TLR4-MyD88 BLA, STAT1 act, NF-kB neuron act, Redox H2O2 prof, STAT1 inh, STAT3 activator
> Cc1cc(-c2nn(-c3ccccc3F)cc2CN2CCCC(CO)C2)c(C)s1 (stereo not drawn)
  -0.5, 15, -10, 0, 7, 89, 1.2, -1.2, 10, 110
> COc1ccc(C(=O)C2CCCN(Cc3cccn3-c3cccnc3)C2)cc1OC (stereo not drawn)
  -0.3, 15, 25, -1, -8, 96, /, -1.6, 3, 82
> CCOc1ccc(NC(=O)COc2nsnc2N2CCOCC2)cc1
  -0.2, 1, 5, 2, -22, 98, 2.5, -0.7, 0, 103
> Cn1c2ccccc2c2nnc(SC3CCOC3=O)nc21 (stereo not drawn)
  -0.1, -4, 9, 4, -8, 98, 1.1, -1.1, 3, 97
> O=C(CS(=O)(=O)c1c[nH]c2ccccc12)Nc1ccc2c(c1)OCCO2
  0.2, 26, -23, -2, -4, 116, 1.4, 2.9, -17, 126
> O=S(=O)(N/N=C\c1cccn1-c1ccccc1)c1ccc2ccccc2c1
  -0.3, 10, 17, -1, -13, 96, 1.2, 0.7, 5, 94
> CC(C)CNC(=O)c1c(F)c(F)c(F)c(F)c1F
  -0.2, 14, 0, -8, -17, 106, 0.97, -0.8, -8, 102
> CCc1ccccc1NC(=O)c1ccc(NCCc2ccccc2)c([N+](=O)[O-])c1
  -0.2, 0, 0, -2, -1, 101, 1.1, 0.8, -1, 98
> CCOCCCNC(=O)c1ccc2c(c1)ncn2C1CCCC1
  -0.3, 11, -2, 0, -2, 111, 1.2, 2.5, -12, 101
> COc1ccc(C/C(N)=N/OC(=O)Cc2ccccc2)cc1OC
  -0.2, -1, 0, 0, -7, 103, 1.2, 2.0, -3, 110

# The list continues.
SMILES,Hsp70 act,APP 5'UTR act,STAT3 blocker,HMGR II inh,TLR4-MyD88 BLA,STAT1 act,NF-kB neuron act,Redox H2O2 prof,STAT1 inh,STAT3 activator
COc1cc(C(=O)Nc2cc(C)ccn2)cc(OC)c1OC,-0.1,16,-1,-4,-11,98,1.2,2.6,2,105
COc1ccc(C(=O)NNC(=O)Nc2ccc(Cl)cc2)cc1,0.0,9,-7,-1,-6,106,1.2,0.0,-10,110
O=C(c1cccc(-c2ccc(O)cc2)c1)N1CCN(c2ccc(F)cc2)CC1,-0.2,12,10,-5,4,90,0.9,-0.4,10,98
COc1ccc(NC(=O)CSc2ccccn2)cc1OC,-0.4,-14,0,-2,13,96,0.88,0.3,4,104
CCC(=O)Nc1cc2nn(-c3ccc(OC)cc3)nc2cc1C,0.2,162*,44*,1,-3,133*,2.2,-1.1,-35,67
COc1cccc2cc(C(C)N(CCCN3CCOCC3)C(=S)Nc3ccc(C)c(C)c3)oc12 (stereo not drawn),0.0,20,14,-6,-7,95,1,-1.1,4,97
CCCN=C(C)c1c(-c2ccccc2)[nH]n(-c2nc3ccccc3s2)c1=O,-0.3,27,6,0,1,108,1.6,0.1,-9,100
CCC(=O)Nc1ccc(-c2nn3c(C)nnc3s2)cc1,-0.4,-10,10,/,-6,107,/,2.0,-8,94
Cc1ccc(C(=O)NCC(=O)OCC(=O)Nc2ccc(Cl)cc2C(F)(F)F)cc1C,-0.1,-6,2,-4,-2,97,1,0.0,4,102
O=C(N/C(=C\c1ccco1)C(=O)N1CCCC1)c1cccs1,-0.4,7,17,-3,-6,106,1,-1.9,-7,91
Cc1ccc(Cn2c(SCC(C)C)nc3c2c(=O)n(C)c(=O)n3C)cc1,0.0,6,-1,1,-15,98,1.3,2.3,3,104
O=C(Nc1ccc(C(=O)N2CCOCC2)cc1)Nc1cccc(Cl)c1,-0.3,32,0,-2,-5,125,1.2,0.1,-27,108
Cc1ccc(-n2c(C)nnc2SCC(=O)Nc2ccccc2)cc1,-0.3,21,-4,0,0,94,1.2,1.1,9,106
COC(=O)c1cc(NC(=O)c2ccccc2)c(=O)oc1/C=C/Nc1ccc(Oc2ccccc2)cc1,-0.2,-7,21,-2,-12,100,0.54,-0.6,-1,89
COc1ccccc1-c1cc2ccccc2[nH]1,-0.1,57,-2,-8,-4,112,2.4,0.9,-13,102
O=C(NCc1ccco1)c1cnn2c1NC(c1ccc(Br)cc1)CC2C(F)(F)F (stereo not drawn),-0.2,2,8,-3,-9,95,0.53,0.3,5,98
O=C(O)c1ccc(N2CC3CC(C2)c2cccc(=O)n2C3)c(NC(=S)Nc2ccc(Br)cc2)c1 (stereo not drawn),-0.2,12,22,-1,1,95,3.9*,0.2,4,83
O=C(CSc1nc2ccccc2s1)Nc1ccc2c(c1)OCO2,-0.4,-11,10,-2,1,99,1.2,-0.8,1,93
C=CCN(CC=C)S(=O)(=O)c1ncn[nH]1,-0.4,-14,4,-1,6,108,1,2.6,-9,99
O=C(CSC(=S)N1CCOCC1)Nc1nc(-c2ccccc2)c(-c2ccccc2)o1,-0.2,10,12,2,6,95,1,-12,6,95
Cc1ccc(NC(=O)CCC(=O)OCC(=O)c2ccc(-c3ccccc3)cc2)cc1,0.0,8,4,0,-12,104,1,0.3,-4,102
COC(=O)c1sc(S(=O)(=O)NCC(=O)O)c(C(=O)OC)c1C,0.2,-12,5,1,0,99,1,-0.5,1,103
Cc1cc(C)cc(N(CCC(=O)O)S(=O)(=O)c2ccc3ccccc3c2)c1,-0.1,-20,3,0,9,106,1.2,-0.5,-6,96
CC1CCN(S(=O)(=O)c2ccc3c(c2)c(=O)c(C(=O)N2CCCCC2)cn3C)CC1,0.5,0,3,-1,5,121,1,0.6,-23,97
CN(C)c1ccc(-n2cccc2/C=C2/SC(=Nc3ccc(F)cc3)NC2=O)cc1,-0.2,4,20,-1,1,100,1.1,-6.4,0,88
O=C(O)c1[nH]c2ccccc2c1C=NCc1ccccc1Cl,-0.2,2,4,-4,2,94,1.4,-0.1,5,99
Cn1c(N/N=C/c2ccccc2)nc2sc3c(c2c1=O)CCC3,0.0,3,20,-6,-1,102,0.85,-2.6,-2,85
FC(F)Oc1cccc(NC(=S)N2CCN(c3ccccn3)CC2)c1,-0.2,-3,11,-1,-18,99,1.1,-0.4,-1,97
COc1ccc(N(Cc2ccccc2)C(=O)CSc2nnc(Cn3nnc4ccccc43)o2)cc1,-0.1,7,8,5,-4,94,0.64,-2.0,6,95
COCc1c(C(=O)N/N=C/c2cccc3ccccc23)nnn1-c1nonc1N,-0.3,-9,15,-6,-14,106,1.1,-0.4,-9,89
CC(C)CC(c1nnnn1C(C)C)N1CCN(c2cccc(Cl)c2)CC1 (stereo not drawn),-0.1,-26,-5,0,-6,92,0.84,3.4,8,106
Cc1ccc(S(=O)(=O)C2C(=O)NC3(C)CC2c2ccccc2O3)cc1 (stereo not drawn),-0.3,2,3,-8,8,96,1.1,0.8,4,102
CC(=Nc1cccc(C)c1)c1sc2ccccc2c1O,-0.1,137*,-39,5,1,170*,6*,0.6,-76,138*
Cc1nn(-c2ccc(C(=O)Nc3nnc(C4CC4)s3)cc2)c(C)c1Cl,0.3,8,14,-4,2,97,0.89,3.3,4,90

# Compound activity (PubChem BioAssay)
